TRAIL sens C8 = sensitizes caspase-8 expressing cells to TRAIL. inhibition (viability loss, TRAIL sensitization), % at 10 µM. hit rate 1% among 360,000. NB7+C8 cells + TRAIL, ATPlite viability luminescence. AID 624354;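 active = compounds causing at least 50% loss of cell viability in the single-dose screen, relative to plate controls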
TWEAK Fn14 block = inhibitors of TWEAK-Fn14 interaction signaling; TWEAK-stimulated Fn14 reporter cells, luciferase luminescence, 8 h; inhibition, % at 10 µM; hit rate 2% among 360,000; AID 1159606; in the data active = inhibition above about 50%
LMP1 NFkB inh = reduces LMP1-driven NF-kappaB luciferase signal; LMP1-induced NF-kappaB luciferase reporter cells, luminescence; inhibition, % at 12.5 µM; hit rate 0.69% among 350,000; AID 504558; in the data active = inhibition above about 41%;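 note: 0% = neutral control wells and 100% = reference inhibitor control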
CF NFkB block = inhibitors of cystic fibrosis induced NF-kB; KKLEB NF-kB-GFP reporter, PAF-induced, GFP fluorescence overnight; inhibition, % at 5 µM; hit rate 0.86% among 360,000;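 active = at least 50% inhibition at 5 µM, scaled per plate between neutral and stimulator controls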;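 note: PAF is a Pseudomonas aeruginosa culture filtrate used as stimulus; plate controls were PAF-stimulated DMSO wells for no effect and unstimulated DMSO wells for full effect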
KKLEB tox = reduces viability of KKLEB cystic fibrosis airway cells. KKLEB CF airway cells viability, ATPlite luminescence, overnight; stronger effect = lower value; cells stimulated with P. aeruginosa culture filtrate. activity change (cytotoxicity), % at 5 µM. hit rate 0.36% among 360,000. AID 602141;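 active = corrected activity change at or below -50% at 5 µM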
SRC3 inh = human NCOA3 inhibition; Q9Y6Q9; HEK293 GAL4-SRC3 luciferase reporter, luminescence; inhibition, % at 3.6 µM; hit rate 0.17% among 360,000;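 active = inhibition above a per-campaign cutoff, the mean of all compounds plus 3 SD, cut at about 60% in these data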;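 note: 0% = DMSO-treated cells and 100% = gossypol-treated cells at 36 µM; higher means less SRC3-driven luciferase light from the GAL4 reporter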
TROY NFkB inh = TROY signaling inhibition | Q293 LMP1-TROYcd NF-kB luciferase reporter, 4 h | hit rate 0.98% among 360,000 | inhibition, % at 10 µM;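 active = compounds whose plate-normalised and pattern-corrected inhibition of the luciferase reporter signal at the single screening dose is 50% or more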
SRC2 inh = human SRC2 (NCOA2) inhibition; Q15596; HEK293 GAL4-SRC2 luciferase reporter, luminescence; inhibition, % at 9 µM; hit rate 0.17% among 370,000;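 active = inhibition above the mean inhibition of all tested compounds plus 3 SD, set per campaign, cut at about 52% in these data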;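 note: 0% = DMSO treated cells and 100% = cells given Gossypol at 36 µM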
Target sequence (Q15596 whole entry, looked up, the tested form may be a part): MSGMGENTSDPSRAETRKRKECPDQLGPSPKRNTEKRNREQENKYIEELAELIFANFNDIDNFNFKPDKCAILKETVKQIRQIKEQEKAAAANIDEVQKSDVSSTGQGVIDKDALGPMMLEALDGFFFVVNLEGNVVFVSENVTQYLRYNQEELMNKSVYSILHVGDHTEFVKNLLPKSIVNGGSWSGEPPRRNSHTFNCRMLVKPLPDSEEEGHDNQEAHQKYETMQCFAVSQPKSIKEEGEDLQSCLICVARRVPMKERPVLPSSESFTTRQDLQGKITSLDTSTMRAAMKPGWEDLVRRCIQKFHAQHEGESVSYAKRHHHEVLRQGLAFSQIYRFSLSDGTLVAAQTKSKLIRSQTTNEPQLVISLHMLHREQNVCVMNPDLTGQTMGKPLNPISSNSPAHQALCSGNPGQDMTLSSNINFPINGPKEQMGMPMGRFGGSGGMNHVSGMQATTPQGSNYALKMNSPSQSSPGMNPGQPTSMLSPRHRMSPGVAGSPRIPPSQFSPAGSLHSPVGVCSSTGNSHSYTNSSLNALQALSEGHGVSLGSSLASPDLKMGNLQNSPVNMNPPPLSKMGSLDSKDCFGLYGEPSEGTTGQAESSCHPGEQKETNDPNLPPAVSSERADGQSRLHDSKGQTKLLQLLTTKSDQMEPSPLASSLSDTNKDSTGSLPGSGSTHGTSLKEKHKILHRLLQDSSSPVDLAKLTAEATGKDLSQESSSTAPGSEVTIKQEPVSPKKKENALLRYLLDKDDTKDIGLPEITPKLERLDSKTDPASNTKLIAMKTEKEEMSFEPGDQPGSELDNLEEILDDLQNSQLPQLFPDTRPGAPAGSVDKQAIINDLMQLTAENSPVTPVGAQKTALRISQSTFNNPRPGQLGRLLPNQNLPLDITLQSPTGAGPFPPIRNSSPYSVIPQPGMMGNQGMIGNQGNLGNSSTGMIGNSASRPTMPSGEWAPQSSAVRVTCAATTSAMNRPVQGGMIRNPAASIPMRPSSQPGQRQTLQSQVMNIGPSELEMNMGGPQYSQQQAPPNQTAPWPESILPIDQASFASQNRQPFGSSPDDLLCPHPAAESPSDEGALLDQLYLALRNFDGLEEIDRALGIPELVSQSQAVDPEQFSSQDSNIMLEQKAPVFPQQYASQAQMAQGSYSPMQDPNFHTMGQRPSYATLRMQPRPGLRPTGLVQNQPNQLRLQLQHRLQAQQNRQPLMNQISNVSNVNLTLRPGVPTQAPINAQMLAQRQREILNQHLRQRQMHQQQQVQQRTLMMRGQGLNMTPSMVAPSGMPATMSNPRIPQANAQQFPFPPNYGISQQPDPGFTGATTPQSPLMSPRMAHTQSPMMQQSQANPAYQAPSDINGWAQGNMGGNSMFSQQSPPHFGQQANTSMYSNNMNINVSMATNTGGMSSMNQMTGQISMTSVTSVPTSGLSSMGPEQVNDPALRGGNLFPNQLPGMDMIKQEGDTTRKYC
LRH-1 inv ag = NR5A2 inverse agonism in reporter assay; inhibition, % at 3.6 µM; HEK293T StAR-luciferase reporter, LRH-1 transfected, 24 h; hit rate 0.13% among 360,000;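 active = inhibition above the mean inhibition of all tested compounds plus 3 SD, cut at about 73% in these data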;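 note: 0% = DMSO wells and 100% = reporter-only cells lacking LRH-1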
NCOA1 inh = human NCOA1 inhibition; hit rate 0.12% among 360,000; Q15788; inhibition, % at 3.6 µM; HEK293 GAL4-SRC1 luciferase reporter, luminescence;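 active = inhibition above the campaign mean plus 3 SD, with each screening campaign given its own cutoff, cut at about 60% in these data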;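 note: 0% = DMSO treated cells and 100% = gossypol at 36 µM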
COUP-TFII inh = inhibitors of human COUP-TFII (NR2F2); P24468; HEK293T NGFI-A luciferase reporter, luminescence; inhibition, % at 8.6 µM; hit rate 0.7% among 370,000;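 active = inhibition above a per-plate cutoff, mean inhibition of test wells between control levels plus 3 SD, cut at about 38% in these data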;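 note: cells cotransfected with COUP-TFII expression vector driving the NGFI-A reporter; 0% = median of COUP-TF2 test wells and 100% = reporter-only cells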
* marks the source's active call; other numbers are inactive results; & = joins results of further samples.

What do the screens show for `O=C1CC(Cc2ccc(Cl)cc2)C(=O)N1c1cc(Cl)ccn1` (stereo not drawn)?
TRAIL sens C8: -15; TWEAK Fn14 block: -1; LMP1 NFkB inh: -3; CF NFkB block: 23; KKLEB tox: 2; SRC3 inh: 12; TROY NFkB inh: -8; SRC2 inh: -28; LRH-1 inv ag: 12; NCOA1 inh: 20; COUP-TFII inh: 6

How did CC(Sc1ccc(Cl)cc1)C(=O)Nc1ccccc1C(=O)N1CCOCC1 (stereo not drawn) do in these assays?
TRAIL sens C8: -3; TWEAK Fn14 block: -3; LMP1 NFkB inh: 3; CF NFkB block: -11; KKLEB tox: 15; SRC3 inh: -1; TROY NFkB inh: -1; SRC2 inh: 11; LRH-1 inv ag: 10; NCOA1 inh: -8; COUP-TFII inh: -4

How did O=C1OC(c2ccccc2)=N/C1=C\N1CCCCC1 do in these assays?
TRAIL sens C8: 3; TWEAK Fn14 block: -13; LMP1 NFkB inh: -23; CF NFkB block: -1; KKLEB tox: 2; SRC3 inh: -84; TROY NFkB inh: -40; SRC2 inh: -62; LRH-1 inv ag: -89; NCOA1 inh: -78; COUP-TFII inh: -15

Results for C[C@@H]1COC(=O)[C@@H](CC(=O)OC(C)(C)C)C/C=C\C[C@@H](CC(=O)N(CCO)Cc2ccccc2)C(=O)N1 ?
TRAIL sens C8: -2; TWEAK Fn14 block: 6; LMP1 NFkB inh: 0; CF NFkB block: -4; KKLEB tox: 10; SRC3 inh: -7; TROY NFkB inh: -4; SRC2 inh: -28; LRH-1 inv ag: -15; NCOA1 inh: 1; COUP-TFII inh: 10

What do the screens show for `CC(=O)NC(Cc1ccc(F)c(F)c1)C(=O)NC1CCN(S(=O)(=O)c2ccc(C)cc2)CC1` (stereo not drawn)?
TRAIL sens C8: 7; TWEAK Fn14 block: 30; LMP1 NFkB inh: 1; CF NFkB block: 11; KKLEB tox: -2; SRC3 inh: 6; TROY NFkB inh: 10; SRC2 inh: -28; LRH-1 inv ag: 17; NCOA1 inh: -37; COUP-TFII inh: -13

What do the screens show for `CCN1CCN(c2ccc(NC(=O)CCc3c(C)nc4c(-c5ccc(F)cc5)c(C)nn4c3C)cc2)CC1`?
TRAIL sens C8: 11; TWEAK Fn14 block: -26; LMP1 NFkB inh: -1; CF NFkB block: 38; KKLEB tox: -25; SRC3 inh: -6; TROY NFkB inh: 37; SRC2 inh: -11; LRH-1 inv ag: 4; NCOA1 inh: 8; COUP-TFII inh: 1

Results for CN(C)C(=S)NC(=O)C12CC3CC(C)(CC(C)(C3)C1)C2 ?
TRAIL sens C8: 2; TWEAK Fn14 block: -2; LMP1 NFkB inh: -2; CF NFkB block: -28; KKLEB tox: -7; SRC3 inh: 25; TROY NFkB inh: -7; SRC2 inh: -32; LRH-1 inv ag: 6; NCOA1 inh: -6; COUP-TFII inh: 12

What do the screens show for `O=C(Nn1cnc2ccccc2c1=O)c1ccccc1[N+](=O)[O-]`?
TRAIL sens C8: 2; TWEAK Fn14 block: -9; LMP1 NFkB inh: 5; CF NFkB block: -12; KKLEB tox: -10; SRC3 inh: 21; TROY NFkB inh: -1; SRC2 inh: -25; LRH-1 inv ag: -3; NCOA1 inh: -13; COUP-TFII inh: 12

How did COc1cc(C)ccc1OCCCOc1ccccc1Cl do in these assays?
TRAIL sens C8: 4; TWEAK Fn14 block: -42; LMP1 NFkB inh: -38; CF NFkB block: 0; KKLEB tox: 15; SRC3 inh: -71; TROY NFkB inh: -14; SRC2 inh: -71; LRH-1 inv ag: -76; NCOA1 inh: -92; COUP-TFII inh: -10

What do the screens show for `COc1ccccc1C(=O)N1CCNC(=O)C1CC(=O)Nc1cccc(C)c1` (stereo not drawn)?
TRAIL sens C8: -16; TWEAK Fn14 block: 13; LMP1 NFkB inh: 9; CF NFkB block: -17; KKLEB tox: -1; SRC3 inh: -5; TROY NFkB inh: -5; SRC2 inh: -16; LRH-1 inv ag: 26; NCOA1 inh: -1; COUP-TFII inh: 13

Results for CCCOc1ccc(N2C(=O)CC(SC(=NCC)Nc3cccc(F)c3)C2=O)cc1 (stereo not drawn) ?
TRAIL sens C8: 4; TWEAK Fn14 block: 12; LMP1 NFkB inh: -5; CF NFkB block: 0; KKLEB tox: -1; SRC3 inh: -2; TROY NFkB inh: 11; SRC2 inh: -3; LRH-1 inv ag: -8; NCOA1 inh: 2; COUP-TFII inh: 4

How did O=[N+]([O-])c1ccc(COc2ccc(Br)cc2CN2CCOCC2)cc1 do in these assays?
TRAIL sens C8: 3; TWEAK Fn14 block: -20; LMP1 NFkB inh: 6; CF NFkB block: 11; KKLEB tox: -1; SRC3 inh: 1; TROY NFkB inh: -2; SRC2 inh: -13; LRH-1 inv ag: -1; NCOA1 inh: -7; COUP-TFII inh: -2

How did O=C(c1nnc(Cc2ccc(Cl)cc2)o1)N1CCOCC1 do in these assays?
TRAIL sens C8: 4; TWEAK Fn14 block: -13; LMP1 NFkB inh: -10; CF NFkB block: -31; KKLEB tox: 10; SRC3 inh: -1; TROY NFkB inh: -13; SRC2 inh: -20; LRH-1 inv ag: 15; NCOA1 inh: -8; COUP-TFII inh: 15

How did COC(=O)c1cccnc1Oc1ccccc1 do in these assays?
TRAIL sens C8: 11; TWEAK Fn14 block: -4; LMP1 NFkB inh: 0; CF NFkB block: 0; KKLEB tox: 9; SRC3 inh: 21; TROY NFkB inh: -2; SRC2 inh: -10; LRH-1 inv ag: 14; NCOA1 inh: -24; COUP-TFII inh: 7

How did CCCC(=O)NC(=S)Nc1cccc2c(O)cccc12 do in these assays?
TRAIL sens C8: 27; TWEAK Fn14 block: 12; LMP1 NFkB inh: 10; CF NFkB block: -18; KKLEB tox: 7; SRC3 inh: 1; TROY NFkB inh: 23; SRC2 inh: -12; LRH-1 inv ag: 2; NCOA1 inh: -37; COUP-TFII inh: -11

Results for O=C(c1ccccc1)c1ccc(Cn2cc(CCCO)nn2)cc1 ?
TRAIL sens C8: 3; TWEAK Fn14 block: 13; LMP1 NFkB inh: 11; CF NFkB block: -9; KKLEB tox: -9; SRC3 inh: 3; TROY NFkB inh: 8; SRC2 inh: 2; LRH-1 inv ag: 20; NCOA1 inh: 6; COUP-TFII inh: 37*

Results for Cc1cccc(OCC(=O)NCc2nnc3ccc(C(F)(F)F)cn23)c1C ?
TRAIL sens C8: -4; TWEAK Fn14 block: -5; LMP1 NFkB inh: -2; CF NFkB block: -8; KKLEB tox: 4; SRC3 inh: 0; TROY NFkB inh: 4; SRC2 inh: -22; LRH-1 inv ag: -9; NCOA1 inh: 1; COUP-TFII inh: 10

How did CCOC(=O)C1CCCN(S(=O)(=O)c2cc3c(cc2Cl)NC(=O)CO3)C1 (stereo not drawn) do in these assays?
TRAIL sens C8: -10; TWEAK Fn14 block: 7; LMP1 NFkB inh: -1; CF NFkB block: -5; KKLEB tox: 8; SRC3 inh: 14; TROY NFkB inh: 1; SRC2 inh: 0; LRH-1 inv ag: 10; NCOA1 inh: 11; COUP-TFII inh: 8

How did CCCN(CC(=O)Nc1ccc(Cl)cc1Cl)C(=O)CC(NC(C)=O)c1ccccc1 (stereo not drawn) do in these assays?
TRAIL sens C8: 6; TWEAK Fn14 block: -3; LMP1 NFkB inh: 4; CF NFkB block: 21; KKLEB tox: -10; SRC3 inh: -5; TROY NFkB inh: -4; SRC2 inh: 23; LRH-1 inv ag: -6; NCOA1 inh: 7; COUP-TFII inh: -7

How did Cc1ccc2c(=O)oc(N(C)C)nc2c1 do in these assays?
TRAIL sens C8: 1; TWEAK Fn14 block: 0; LMP1 NFkB inh: 1; CF NFkB block: -6; KKLEB tox: 5; SRC3 inh: 7; TROY NFkB inh: 13; SRC2 inh: 20; LRH-1 inv ag: 10; NCOA1 inh: -10; COUP-TFII inh: 0

What do the screens show for `C=CCNC(=O)CSc1ncc2c(n1)-c1c(csc1SC)CC2`?
TRAIL sens C8: -21; TWEAK Fn14 block: -23; CF NFkB block: 3; KKLEB tox: -3; SRC3 inh: 15; TROY NFkB inh: -15; SRC2 inh: -5; LRH-1 inv ag: 11; NCOA1 inh: 18; COUP-TFII inh: 3

Results for O=C(CSc1nnc(-c2ccncc2)s1)Nc1ccccc1 ?
TRAIL sens C8: -8; TWEAK Fn14 block: 6; LMP1 NFkB inh: 4; CF NFkB block: 2; KKLEB tox: 1; SRC3 inh: 7; TROY NFkB inh: -4; SRC2 inh: 4; LRH-1 inv ag: -16; NCOA1 inh: 0; COUP-TFII inh: -16

What do the screens show for `CCCCc1cc(=O)oc2cc(C)cc(OCC(=O)Nc3cccnc3)c12`?
TRAIL sens C8: 15; TWEAK Fn14 block: -2; LMP1 NFkB inh: -2; CF NFkB block: -18; KKLEB tox: 0; SRC3 inh: 4; TROY NFkB inh: 14; SRC2 inh: 15; LRH-1 inv ag: 32; NCOA1 inh: -11; COUP-TFII inh: 13

How did C=CCn1c(SCC(=O)/C(C#N)=C(\C)N)nc2sc(CC)cc2c1=O do in these assays?
TRAIL sens C8: -14&-1; TWEAK Fn14 block: 18&27; LMP1 NFkB inh: 5&7; CF NFkB block: 16&-11; KKLEB tox: -21&-3; SRC3 inh: 13&13; TROY NFkB inh: 11&6; SRC2 inh: -2&-7; LRH-1 inv ag: 13&6; NCOA1 inh: -5&-6; COUP-TFII inh: -3&16

Results for N#CC(c1ccc(O)cc1)c1ncc(C(F)(F)F)cc1Cl (stereo not drawn) ?
TRAIL sens C8: -4; TWEAK Fn14 block: 9; LMP1 NFkB inh: -4; CF NFkB block: -10; KKLEB tox: 0; SRC3 inh: 6; TROY NFkB inh: 1; SRC2 inh: -13; LRH-1 inv ag: 10; NCOA1 inh: 3; COUP-TFII inh: -14

What do the screens show for `O=C(c1ccc2c(c1)CCN2S(=O)(=O)c1ccccc1)N1CCN(c2ccccc2F)CC1`?
TRAIL sens C8: 10; TWEAK Fn14 block: -16; LMP1 NFkB inh: 0; CF NFkB block: -3; KKLEB tox: 8; SRC3 inh: 0; TROY NFkB inh: 16; SRC2 inh: -14; LRH-1 inv ag: -1; NCOA1 inh: 8; COUP-TFII inh: 0

Results for COc1ccc(NC(=O)C2CCN(S(=O)(=O)c3cccnc3)CC2)cc1Cl ?
TRAIL sens C8: 2; TWEAK Fn14 block: -16; LMP1 NFkB inh: -8; CF NFkB block: -15; KKLEB tox: 8; SRC3 inh: -10; TROY NFkB inh: 5; SRC2 inh: 3; LRH-1 inv ag: -1; NCOA1 inh: -14; COUP-TFII inh: -1

How did COc1ccc(-c2cc3ncc(C(C)=O)c(C)n3n2)cc1 do in these assays?
TRAIL sens C8: 6; TWEAK Fn14 block: 2; LMP1 NFkB inh: -22; CF NFkB block: -16; KKLEB tox: 18; SRC3 inh: -59; TROY NFkB inh: -55; SRC2 inh: -9; LRH-1 inv ag: -49; NCOA1 inh: -43; COUP-TFII inh: -30

High-throughput results: PubChem BioAssay, several laboratories

Hits appear at their usual frequency; overall some 4.2% were active at least once.
